DTT redox prof – compounds producing H2O2 with reducing agent – biochemical, NIH compound library profiling, artefact control for MLSCN library redox annotation, primary screen; DTT-dependent redox cycling H2O2, phenol red/HRP absorbance; 100% = 100 µM peroxide control, 0% = buffer; activation, % at 10 µM; 200,000 tested, 0.03% active; AID 878;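 active = activation of at least 50% relative to the plate's high and low controls in the primary single-dose screen; inactive = activation below 50%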;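 note: compound incubated with DTT at 0.8 mM final as the reducing agent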
Hsp70 activator – Hsp70 transcriptional activation, primary screen; HeLa Hsp70 promoter luciferase reporter, luminescence; scaled: vehicle 0, proteasome-inhibitor control 100%; activation, % at 10 µM; 200,000 tested, 0.04% active; AID 1203;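 active = activation above the mean across all tested compounds plus 3 SD, cutoff set per campaign, cut at about 5.5% in these data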;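 note: 100% = MG132 at 30 µM as the positive control and 0% = DMSO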
STAT1 act – STAT1 signaling activation; NIH 3T3 STAT1-luciferase reporter, IFN-gamma, luminescence; 100% = IFN-gamma alone, no compound; activation (% of control), % at 5.5 µM; 200,000 tested, 2.6% active;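 active = activation above the screen-wide mean activation plus 3 SD, cut at about 130% in these data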;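 note: raw ratio to IFN-gamma control signal so 100% means no change and 0% no light; values of inactives mirror those of a sister screen read the other way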
TLR4-MyD88 BLA – TLR4-MyD88 interaction inhibition in cells; HeLa CL3-4 TLR4/MyD88 BLA complementation, FRET ratio; inhibition, % at 8.4 µM; 200,000 tested, 0.18% active; in the data active = inhibition above about 25%;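 note: 0% = vehicle and 100% = reference inhibitor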
Target sequence (O00206 whole entry, looked up): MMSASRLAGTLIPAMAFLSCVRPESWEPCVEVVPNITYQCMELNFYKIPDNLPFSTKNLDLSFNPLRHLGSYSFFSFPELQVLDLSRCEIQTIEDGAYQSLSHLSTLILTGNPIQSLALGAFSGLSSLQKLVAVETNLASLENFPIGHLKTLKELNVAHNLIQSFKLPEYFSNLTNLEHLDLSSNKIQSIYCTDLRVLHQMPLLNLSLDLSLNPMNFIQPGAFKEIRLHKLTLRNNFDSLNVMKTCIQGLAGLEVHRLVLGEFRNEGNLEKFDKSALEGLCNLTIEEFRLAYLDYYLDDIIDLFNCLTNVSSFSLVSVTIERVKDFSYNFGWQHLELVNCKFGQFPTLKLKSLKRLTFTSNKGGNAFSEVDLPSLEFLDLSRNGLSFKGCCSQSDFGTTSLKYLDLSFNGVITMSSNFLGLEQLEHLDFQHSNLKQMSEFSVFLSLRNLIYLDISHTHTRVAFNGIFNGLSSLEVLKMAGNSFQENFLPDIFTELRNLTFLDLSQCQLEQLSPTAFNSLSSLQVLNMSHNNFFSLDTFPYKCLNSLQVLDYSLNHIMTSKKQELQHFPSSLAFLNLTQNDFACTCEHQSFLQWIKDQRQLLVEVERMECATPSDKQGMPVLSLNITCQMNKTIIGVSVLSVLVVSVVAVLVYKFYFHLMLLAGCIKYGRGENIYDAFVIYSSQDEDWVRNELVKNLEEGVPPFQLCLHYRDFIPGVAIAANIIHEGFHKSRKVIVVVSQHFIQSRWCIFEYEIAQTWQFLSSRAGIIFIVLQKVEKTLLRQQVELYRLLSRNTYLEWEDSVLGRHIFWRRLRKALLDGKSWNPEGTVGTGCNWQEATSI
Target sequence (Q99836 whole entry, looked up): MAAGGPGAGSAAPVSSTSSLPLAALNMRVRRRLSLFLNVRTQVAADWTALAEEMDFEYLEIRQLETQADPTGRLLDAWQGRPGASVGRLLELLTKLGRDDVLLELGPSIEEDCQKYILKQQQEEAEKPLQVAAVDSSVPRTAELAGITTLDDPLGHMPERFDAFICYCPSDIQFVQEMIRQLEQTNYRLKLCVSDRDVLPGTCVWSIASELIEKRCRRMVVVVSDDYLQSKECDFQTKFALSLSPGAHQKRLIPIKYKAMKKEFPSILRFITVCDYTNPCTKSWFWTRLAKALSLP
APP 5'UTR act – activates APP 5'UTR luciferase reporter; 190,000 tested, 1% active; activation, % at 2 µM; AID 1276; SH-SY5Y APP 5'UTR luciferase reporter, luminescence; zero percent = DMSO vehicle wells;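 active = activation above a set limit, based on mean plus 3 SD of controls, cut at about 140% in these data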; note: values of inactives mirror those of a sister screen read the other way
STAT1 blocker – inhibitors of IFN-gamma induced STAT1 signaling; NIH 3T3 STAT1-luciferase reporter, luminescence; AID 920; inhibition, % at 5.5 µM; 200,000 tested, 0.35% active;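 active = inhibition above a set limit, the mean inhibition across all tested compounds plus 3 SD, cut at about 34% in these data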;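 note: 0% = IFN-gamma with DMSO and 100% = IFN-gamma with 300 µM nifuroxazide; values of inactives mirror those of a sister screen read the other way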
STAT3 blocker – inhibitors of IL-6 induced STAT3 signaling; 190,000 tested, 0.89% active; inhibition, % at 5.5 µM; U3A cells, IL-6 STAT3-luciferase reporter, luminescence; host cell line lacks STAT1;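 active = inhibition above the mean inhibition across all screened compounds plus 3 SD, cut at about 44% in these data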;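 note: 0% = DMSO only wells and 100% = 100 µM nifuroxazide control wells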
Efa HMGR inh – blocks class II HMG-CoA reductase of Enterococcus faecalis; purified E. faecalis HMGR, NADPH absorbance 340 nm kinetic; inhibition, % at 10 µM; 190,000 tested, 0.41% active;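 active = inhibition above a set limit, the median over all tested compounds plus 3 SD, cut at about 9.5% in these data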;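 note: enzyme runs in reverse so mevalonate oxidation gives rising NADPH absorbance; 0% = complete reaction with DMSO and 100% = background rate lacking mevalonate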
STAT3 act – increases IL-6 driven STAT3 reporter signal; AID 871; U3A cells, IL-6 STAT3-luciferase reporter, luminescence; 100% = signal with IL-6 EC80 alone; 190,000 tested, 0.91% active; activation (% of control), % at 5.6 µM;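 active = activation above the screen-wide mean of compound activation plus 3 SD, cut at about 130% in these data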;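 note: 0% = background luminescence of wells with medium and substrate only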
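Assay system – human STAT1-deficient U3A cells with stable STAT3-luciferase reporter · Also added – IL-6 (33 ng/mL) · Schedule – compound 1 h, then IL-6 6 h at 37 °C · Technique – reporter luminescence signal · Evaluation – % activation versus median of IL-6-stimulated wells · Benchmarks – IL-6-only wells as 100% reference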
NF-kB neuron act – NF-kB expression increase, human neuronal cells | NF-kB reporter expression; stronger effect = higher value | fold change at 12.5 µM | 190,000 tested, 1.6% active; in the data active = fold change above about 3.3
The depositor's hits bear a star; · = no result given; & = joins results of further samples; ! = a repeat was not active.

Each structure is followed by: DTT redox prof	Hsp70 activator	STAT1 act	TLR4-MyD88 BLA	APP 5'UTR act	STAT1 blocker	STAT3 blocker	Efa HMGR inh	STAT3 act	NF-kB neuron act
1. COc1cc(CNc2cccc(F)c2)cc(Br)c1O
 : -0.3	0.8	101	-5	-7	-1	6	0	98	1.2
2. CN(C)CCCN1C(=O)c2cccc3c([N+](=O)[O-])ccc(c23)C1=O
 : -0.5	0.8	143*	86*	-80	-48	-5	-1	109	4.3*
3. CCN(CC)CCNC(=O)COc1ccc(Cl)cc1Cl
 : 2.4	-0.1	103	-8	10	-3	-1	2	105	1.3
4. CCC1N=C(SC)NC(C)=C1C(=O)c1ccccc1 (configuration not stated)
 : -2.1	-0.1	101	-2	-5	-2	4	0	98	1.2
5. CCOc1ccccc1N(CC(=O)NC1CCCC1)C(=O)CCCC(=O)Nc1ccccn1
 : 2.1	-0.3	99	13	-4	1	7	-5	97	1.1
6. Cc1ccc(OC(=O)c2ccc(Br)o2)cc1
 : -0.1	-0.1	95	3	-3	6	5	0	97	1.3
7. O=C(N/N=C/C=C/c1ccccc1[N+](=O)[O-])c1cc(-c2ccccc2)n[nH]1
 : 0.0	-0.2	88	2	-4	13	3	-8	102	0.65
8. O=C(NC(=S)NC1CCSC1=O)c1ccccc1Cl (configuration not stated)
 : -3.8	-0.2	109	1	7	-10	16	-9	91	1.2
9. COC(=O)C(C(=O)Nc1nc2ccccc2s1)C1CCCC1 (configuration not stated)
 : -0.3	-0.1	95	2	-14	4	-13	-7	113	1.2
10. CN1C(=S)SC(C)(C)C1/[N+]([O-])=C/c1cccnc1 (configuration not stated)
 : 1.1	-0.3	102	8	-2	-2	11	-2	100	1.2
11. CN1CCCCCC1C(=O)N1CCC(N2CCC(C(=O)N3CCOCC3)CC2)CC1 (configuration not stated)
 : 0.4	-0.1	104	10	11	-6	1	1	104	1
12. Cc1nnc(SCC(=O)NC(=O)NCCC(C)C)s1
 : -0.2	0.0	93	3	19	9	1	-2	103	1
13. CSc1ccc(S(=O)(=O)NC2CCCCC2)cc1
 : 0.0	0.1	94	6	-12	6	-3	2	100	1.2
14. CC1(C)CC(=NNC(=O)c2n[nH]c3c2CCC3)CC(C)(C)N1
 : -0.4	-0.1	102	12	-82	-2	9	-3	98	·
15. CC1(C)CN2C(=O)c3ccccc3C2(C)S1 (configuration not stated)
 : -0.4	0.1	97	-9	-11	2	3	-4	100	1.2
16. O=C(COc1ncnc2c(Cl)cc(Cl)cc12)NC1CCCCCC1
 : 3.3	0.0	104	0	-1	-4	-8	-3	111	0.98
17. CCOC(=O)CSc1n[nH]c(NC(=O)CC)n1
 : -1.6	-0.1	93	-6	16	6	7	-1	98	1.3
18. COc1ccc2nc(Cl)c(/C=N/Nc3ccccn3)cc2c1
 : -1.2	-0.4	98	16	37	2	7	-12	96	1.5
19. CCCOc1ccc(/C(O)=C2/C(=O)C(=O)N(CCCN3CCOCC3)C2c2ccncc2)cc1 (configuration not stated)
 : -0.5	-0.2	98	-6	-9	1	4	-7	101	·
20. N/C(=N\OC(=O)COc1ccc(Cl)cc1Cl)c1ccncc1
 : 0.0	0.5	155*	-3	175*	-60	10	-7	96	6.2*
21. CN(C(=O)c1ccc(=O)n(Cc2ccc(Cl)cc2)c1)c1ccccc1
 : -1.8	0.2	98	-1	26	1	-1	4	103	0.97
22. CC[C@H](C)NC(=O)c1ccc(Cn2c(=S)[nH]c3c([nH]c4ccc(OC)cc43)c2=O)cc1
 : 1.1	0.3	103	4	12	-4	5	1	98	1.2
23. CCOC(=O)c1c(C)[nH]c(C(=O)OCC(=O)Nc2cc(C)c(Cl)cc2OC)c1C
 : 0.4	-0.1	100	1	·	0	-54	0	142*	0.98
24. CCN(CC)S(=O)(=O)c1ccc(C(=O)Nc2nnc(CSC)o2)cc1
 : 0.6	-0.1	97	-14	-6	1	10	2	96	0.86
25. N#Cc1nc(COc2ccc(Cl)cc2Cl)oc1N1CCOCC1
 : 0.0	0.1	114	8	-1	-15	22	1	84	0.98
26. COc1cccc(NC(=O)CSC2=C(C#N)C(c3ccco3)C3=C(CCCC3=O)N2)c1 (configuration not stated)
 : -0.5	0.1	100	9	-7	0	0	3	105	1.6
27. CCOCC(=O)Nc1ccc(-c2cn3cccnc3n2)cc1
 : 1.8	0.1	99	8	22	1	5	-3	100	1.3
28. Cc1ccc(N2C(=O)N(CC(=O)Nc3ccc(C)cc3C)C(=O)C2C)cc1 (configuration not stated)
 : -2.5	-0.2	94	-1	2	5	2	-5	105	0.93
29. CCN(C(=O)CN1CCN(c2ccc(O)cc2)CC1)c1c(N)n(Cc2ccccc2)c(=O)[nH]c1=O
 : -0.1	-0.2	102	18	2	-2	6	1	100	1.1
30. Cc1cc(N=Cc2c(O)n(-c3cccc(Cl)c3)c(=O)c3ccccc23)no1
 : -0.8	-0.3	105	-1	-18	-5	12	-6	89	1.8
31. Cc1cc(C)c(C)c(OCC(=O)N2CCOCC2)c1
 : 0.2	-0.1	99	-14	3	1	6	0	95	1.3
32. COC(=O)C1=C(C(=O)OC)C(c2cc(Cl)ccc2O)c2sc(=O)[nH]c2S1 (configuration not stated)
 : 2.2	-0.4	94	-13	-13	6	-2	-2	106	1.6
33. Cc1cc(=O)[nH]c(-n2[nH]c3c(c2=O)CCCC3)n1
 : 1.5	0.2	95	2	-10	5	5	-6	106	1.1
34. CCCCn1c(=O)c(CCC(=O)OCC(=O)Nc2ccc(C)c(Cl)c2)nc2ccccc21
 : 0.5	-0.4	98	-18	5	2	-2	-3	100	1.1
35. CCOC(=O)c1oc2ccc(CNC3CCCCC3)c(Cl)c2c1C
 : 1.3	-0.1	96	-11	-6	4	-2	6	103	1.2
36. CCCCn1c(SCC(=O)N2c3ccccc3CCc3ccccc32)nc2c1c(=O)n(C)c(=O)n2C
 : -0.4	-0.8	105	6	2	-6	-7	5	107	1.9
37. Cc1ncc([N+](=O)[O-])n1CC(C)O (configuration not stated)
 : 2.0	-0.3&-0.3	96	-6	-4	5	8	16*!	96	1.3
38. Nc1cc2c(cc1[N+](=O)[O-])OCCO2
 : 0.1	-0.5	96	-2	0	5	3	-2	96	0.95
39. CNC(=O)CSCc1cnn(-c2ccccc2)c1-n1cccc1
 : 0.8	-0.3	100	10	1	0	-1	-2	98	1.2
40. CC(C)(C)NC(=S)NC(=O)C12CC3CCC(CC(C3)C1)C2
 : 1.1	0.2	99	8	17	1	-13	0	107	1.1
41. CCC(C)(C)NC(=O)C(c1cccs1)N(CC1CCCO1)C(=O)Cn1nnc2ccccc21 (configuration not stated)
 : 1.3	0.1	100	-3	-3	-1	8	1	99	0.89
42. CCN(CC)c1ccc(NC(=O)c2cc3ccccc3o2)c(C)c1
 : 3.5	0.0	122	3	8	-24	11	2	90	1.6
43. COc1ccc(NC(=O)/C(=C\c2ccc(OS(=O)(=O)c3ccc(C)cc3)cc2)NC(=O)c2ccccc2)cc1
 : 2.0	-0.4	106	-8	2	-7	0	1	104	1
44. CCn1cc(/C=C(\NC(=O)c2ccc(OC)c(OC)c2)C(=O)NCCCO)c2ccccc21
 : -0.5	-0.1	101	-5	-10	-2	4	-2	108	1.2
45. Cc1cc(C)cc(NS(=O)(=O)c2ccc(NC(=S)NC(=O)c3cccs3)cc2)c1
 : -0.1	-0.5	105	-2	6	-6	1	-4	99	1
46. CN(C)CC1CCCCC1OC(=O)/C=C/c1ccc(Cl)cc1Cl (configuration not stated)
 : -0.5	0.1	96	6	23	3	-6	1	106	1.2
47. COc1cccc(C2CC(=O)Nc3c2c(=O)[nH]c2ncnn32)c1 (configuration not stated)
 : -1.7	-0.2	106	-8	17	-6	5	-1	99	1.4
48. CCOC(=O)c1c(C)[nH]c(C(=O)COC(=O)c2ccncc2)c1C
 : -1.0	-0.5	107	9	-5	-7	8	1	98	1.2
49. Cc1oc(-c2ccccc2F)nc1CN1CCC(C(=O)NC2CC2)CC1
 : 2.0	-0.1	95	-3	-16	6	2	1	101	0.84
50. O=C(/C=C/Nc1ccccc1)c1cnc(-c2ccccc2)s1
 : 0.4	0.2	110	2	2	-16	28	2	82	1.2
51. Cn1c(N)c(C(=O)COC(=O)c2ccc3c(c2)C(=O)N(c2ccc(Cl)cc2)C3=O)c(=O)n(C)c1=O
 : -0.4	0.1	101	11	-3	-1	3	0	103	·
52. COc1ccc(OCc2nc(N)nc(Nc3ccccc3)n2)cc1
 : -2.5	-0.3	110	8	13	-11	5	-6	99	1.4
53. COC(=O)[C@H](CC(C)C)NC(=O)CCc1nnc(COc2ccccc2)o1
 : 0.4	-0.3	102	-18	11	-4	3	5	102	1.2
54. O=C(c1ccc(F)cc1)C1CCN(C(=O)Nc2ccccc2Cl)CC1
 : 0.1	-0.1	91	-9	19	8	12	-1	97	1.1
55. O=C(N/N=C/c1ccc(N2CCOCC2)cc1)c1ccccc1NS(=O)(=O)c1cccs1
 : 0.5	-0.3	104	-15	-1	-6	9	-9	99	1.1
56. Cc1ccc(NC(=O)COc2ncnc3ccccc23)cc1S(=O)(=O)N1CCOCC1
 : -0.1	0.0	99	6	-3	2	-2	0	106	0.87
